PglD DTNB = PglD (C. jejuni) enzyme inhibition; inhibition, % at 12.5 µM; AID 602405; purified PglD enzyme, DTNB colorimetric CoA detection; 360,000 compounds, 0.098% hits; in the data active = inhibition above about 16%, passing the limit was not always enough; inconclusive = no clear call, values can overlap the other calls; also: strong numbers were not always called active
miR-122 sensor = miR-122 inhibition in Huh7 cells; activation (reporter increase), % at 12.5 µM; Huh7 miR-122 Renilla luciferase sensor, 48 h; neutral wells = 0, positive control = 100; AID 602342; 340,000 compounds, 0.3% hits;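 active = mean replicate activation score at least 90 and every replicate individually at or above 90; inconclusive = only one of the two criteria met; inactive = neither criterion met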;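 also: higher luciferase means less miR-122 activity so hits act as miR-122 inhibitors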
RAD52 inh = RAD52 (human) annealing inhibition; 360,000 compounds, 0.46% hits; recombinant RAD52 DNA annealing, FRET fluorescence; inhibition, % at 18.7 µM; P43351; AID 651710;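 active = every replicate showing at least 50% inhibition; inconclusive = mean inhibition at least 50% but not in every replicate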
Target sequence (P43351 whole entry, looked up): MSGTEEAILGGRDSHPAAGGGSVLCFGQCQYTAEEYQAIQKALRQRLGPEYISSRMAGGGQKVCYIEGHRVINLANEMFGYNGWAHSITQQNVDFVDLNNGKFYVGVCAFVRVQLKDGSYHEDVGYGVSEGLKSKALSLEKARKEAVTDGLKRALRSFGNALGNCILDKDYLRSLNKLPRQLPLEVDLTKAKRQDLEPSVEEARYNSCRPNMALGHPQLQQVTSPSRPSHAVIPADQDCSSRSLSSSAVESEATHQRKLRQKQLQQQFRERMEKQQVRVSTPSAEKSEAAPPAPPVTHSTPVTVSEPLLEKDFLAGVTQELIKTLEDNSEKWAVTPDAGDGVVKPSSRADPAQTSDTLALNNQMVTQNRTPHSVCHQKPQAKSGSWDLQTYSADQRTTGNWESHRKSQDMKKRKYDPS
RAD54 branch = blocks human RAD54 Holliday junction branch migration; Q92698; FAM/BHQ fluorescence; inhibition, % at 10.4 µM; 360,000 compounds, 0.14% hits; AID 602329;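 active = mean normalized replicate activity at least 40 and at least half of replicates scoring 40 or more; inconclusive = only one of the two criteria met; inactive = mean below 40 and under half of replicates reaching 40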;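 also: 0% = median of neutral control wells and 100% = median of positive control wells; inhibitors cause a drop in the FAM fluorescence signal; in these data hits start at about 50%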
E-sel inducer = E-selectin induction on HUVECs; P16581; HUVEC E-selectin immunofluorescence imaging; normalized: neutral wells 0, TNF-alpha wells 100; activation, % at 7.58 µM; 260,000 compounds, 0.37% hits; AID 686992;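 active = mean E-selectin-positive cell signal at least 10% of the positive control, reached in at least 60% of replicates, without over 20% cell loss; inconclusive = no rule given, readout overlaps actives, possibly toxicity-flagged; inactive = the rest, including those meeting only one limit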;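 also: in these data hits start at about 27%; measured in HUVEC primary endothelial cells; signal is the percent of cells scored E-selectin positive by PE staining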
Target sequence (P16581 whole entry, looked up): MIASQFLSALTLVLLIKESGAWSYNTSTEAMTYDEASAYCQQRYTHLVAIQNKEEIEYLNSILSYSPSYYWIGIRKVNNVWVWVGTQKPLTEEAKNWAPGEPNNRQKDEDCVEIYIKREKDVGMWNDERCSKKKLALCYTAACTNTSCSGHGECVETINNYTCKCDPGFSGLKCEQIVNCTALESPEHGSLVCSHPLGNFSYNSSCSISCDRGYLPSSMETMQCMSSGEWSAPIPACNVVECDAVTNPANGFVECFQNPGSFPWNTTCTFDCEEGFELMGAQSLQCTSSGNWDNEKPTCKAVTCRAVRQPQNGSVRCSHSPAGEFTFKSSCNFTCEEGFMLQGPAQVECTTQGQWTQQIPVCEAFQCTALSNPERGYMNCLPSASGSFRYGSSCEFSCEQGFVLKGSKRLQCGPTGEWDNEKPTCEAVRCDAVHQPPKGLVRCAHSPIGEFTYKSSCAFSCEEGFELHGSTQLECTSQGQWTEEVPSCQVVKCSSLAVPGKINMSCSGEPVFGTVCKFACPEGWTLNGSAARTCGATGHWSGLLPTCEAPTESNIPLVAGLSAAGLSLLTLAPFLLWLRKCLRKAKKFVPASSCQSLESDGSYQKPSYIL
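Assay system: HUVEC, human umbilical vein endothelial cells / Amount: 3,000 HUVEC/well / Controls: TNF-alpha positive control, DMSO neutral control / Compound dosing: single concentration / Medium: EGM-2 over gelatin coat / Evaluation: percent E-selectin-positive cells / Signal: immunofluorescence imaging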
ERAP1 inh = blocks human ERAP1 aminopeptidase activity. Q9NZ08. recombinant ERAP1, Leu-AMC fluorescence, 60 min. inhibition, % at 10.7 µM. 340,000 compounds, 0.15% hits. AID 652197;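 active = mean replicate inhibition of at least 30%, or all replicates individually reaching that 30% level; inactive = mean below 30% and not every replicate reaching it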;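 also: 0% = neutral control wells and 100% = L-leucinethiol positive control wells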
PGC1a acetyl inh = modulators of PGC1a acetylation; 350,000 compounds, 0.17% hits; inhibition, % at 15.6 µM; U2OS PGC1a acetylation, AlphaScreen anti-acetyl-lysine; with virally co-expressed GCN5 acetyltransferase;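 active = every replicate shows inhibition of at least 40%; inconclusive = mean inhibition at least 40% but some replicate below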;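 also: 0% = neutral control wells and 100% = positive control wells; some results beyond the cut were filed as inactive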
Cneo AK release = causes C. neoformans cell lysis | lysis activity, % at 15 µM | adenylate kinase release luminescence, 4 h; normalised: neutral wells 0, clomiphene wells 100 | AID 651654 | 360,000 compounds, 0.2% hits;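 active = mean lysis activity across replicates of at least 80%, whatever share of replicates individually reach that level; inactive = mean lysis activity below 80%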
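Schedule: static 4 h at 37 °C with compound, 1 h detection; system: C. neoformans cells; benchmarks: Clomiphene as positive control; buffer or medium: fresh YPD medium; measure: luminescence rise reflecting yeast cell lysis; measured by: luminescent adenylate kinase detection reagent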
* marks the source's active call; other numbers are inactive results; ? = inconclusive; . = not tested or not shown; [ ] = remark or other dose.

SMILES	PglD DTNB	miR-122 sensor	RAD52 inh	RAD54 branch	E-sel inducer	ERAP1 inh	PGC1a acetyl inh	Cneo AK release
COCC(=O)Nc1ccc2c(c1)[C@@H]1C[C@@H](CC(=O)NCc3ccccc3)O[C@H](CO)[C@@H]1O2	1	6[16.7 µM]	-21	5	-0.2	-1	10	0
O=C(CSc1nnc(COc2ccccc2)o1)N1CCCCC1	-5	.	-8	5	-0.1	-3	.	0
O=C(Cc1ccccc1)Nc1cc2c(cc1Cl)OCCCO2	-2	-2	-3	-14	-0.2	-3	.	-2
CNC(=O)c1sc(-c2ccccn2)nc1C	.	.	-16	.	-3.7	-2	3	.
COC(=O)Cn1c2ccc(F)cc2c2nc(C)sc21	4	-3	.	-16	1.8	.	-8	1
O=C(CC1C[C@H](C(=O)N2CCCCC2)[C@@]2(CCc3ccccc3)c3[nH]c4ccccc4c3CCN2C1=O)NCCCn1ccnc1 (some centres not stated)	-1	63	-7	1	0.0	3	-2	-4
Cc1ccc(S(=O)(=O)N(CCO)c2cc3c(s2)CCCC3)cc1	8	10	.	0	.	.	-11	2
COc1ccc(S(=O)(=O)Nc2ccc3c(c2)CC(=O)N([C@H](C)CO)C[C@@H](C)[C@@H](CN(C)Cc2ccc(C(=O)O)cc2)O3)cc1	0	2[16.7 µM]	-4	-4	-0.2	-2	7	-4
O=C(NC1=NCCS1)c1cccs1	3	-3	.	1	.	.	-3	0
CC(=O)C1=C(O)CCC1=N	6	-8	.	5	.	.	-17	-5
O=C(O)c1ccc(N2C(=O)CC(N3CCC(c4nc5ccccc5[nH]4)CC3)C2=O)cc1 (configuration not stated)	.	.	-51	.	0.3	3	0	.
CCOC(=O)C1=CN(Cc2ccco2)S(=O)(=O)N(CC)C1c1ccc(C(F)(F)F)cc1 (configuration not stated)	-1	-6	-32	-3	0.1	-2	-6	0

Brought forward from above: two entries, then new ones.
SMILES	PglD DTNB	miR-122 sensor	RAD52 inh	RAD54 branch	E-sel inducer	ERAP1 inh	PGC1a acetyl inh	Cneo AK release
O=C(O)c1ccc(N2C(=O)CC(N3CCC(c4nc5ccccc5[nH]4)CC3)C2=O)cc1 (configuration not stated)	.	.	-51	.	0.3	3	0	.
CCOC(=O)C1=CN(Cc2ccco2)S(=O)(=O)N(CC)C1c1ccc(C(F)(F)F)cc1 (configuration not stated)	-1	-6	-32	-3	0.1	-2	-6	0
C[C@@H]1CN([C@@H](C)CO)C(=O)Cc2cc(NS(=O)(=O)c3cn(C)cn3)ccc2O[C@@H]1CN(C)Cc1ccc(Cl)c(Cl)c1	3	-1[16.7 µM]	16	-13	.	-1	-3	-3
Cc1ccccc1C(=O)N1CCN=C1SCc1ccc([N+](=O)[O-])cc1	-2	0	-5	3	2.2	-1	7	0
O=C(Nc1ccc(F)cc1)Nc1ccc2c(c1)CCC2	3	-8	-5	-3	0.0	2	-8	0
COc1cccc(C(=O)NOCc2ccc(C)cc2)c1OC	6	-6	-22	3	-0.3	-2	-1	2
COc1ccc(C(=O)COC(=O)c2ccco2)cc1	-6	.	1	-4	.	1	.	-14
O=C([C@H]1[C@H](CO)[C@H]2Cn3c(cccc3=O)[C@@H]1N2S(=O)(=O)c1ccccc1F)N1CCCCC1	0	0[16.7 µM]	-3	-9	-0.2	1	.	-1
O=C(O)C1CCCN(S(=O)(=O)c2cccs2)C1 (configuration not stated)	-3	-1	.	1	.	.	-18	0
C[C@H]1CN([C@@H](C)CO)S(=O)(=O)c2ccc(C#CC3(O)CCCC3)cc2O[C@@H]1CN(C)C(=O)c1ccccc1	-1	13[16.7 µM]	-15	0	-0.1	3	-14	-10
O=C(NC(Cc1c[nH]c2ccccc12)C(=O)O)c1ccc2c(c1)OCO2 (configuration not stated)	2	0	-3	5	.	2	4	-1
C(=C\c1nc(N2CCCCCC2)c2ccccc2n1)/c1ccccc1	2	-19	.	0	.	.	.	4
Cc1nnc2n(c1=O)N=C(c1ccc(Cl)cc1)CS2	4	2	-41	2	.	1	-2	-3
COc1ccc(-c2noc(CCC(=O)N3CCN(c4cccc(F)c4)CC3)n2)cc1	-3	11	-7	6	-0.2	-8	7	3

Looked up above:
PglD DTNB with C[C@@H]1CN([C@@H](C)CO)C(=O)Cc2cc(NS(=O)(=O)c3cn(C)cn3)ccc2O[C@@H]1CN(C)Cc1ccc(Cl)c(Cl)c1 = 3
miR-122 sensor with COc1cccc(C(=O)NOCc2ccc(C)cc2)c1OC = -6

More entries follow.
SMILES	PglD DTNB	miR-122 sensor	RAD52 inh	RAD54 branch	E-sel inducer	ERAP1 inh	PGC1a acetyl inh	Cneo AK release
Brc1ccc(-c2c[n+]3c(n2-c2ccccc2)SCC3)cc1	6	10	-14	-6	.	.	-2	-1
CC(=O)[C@@]1(O)[C@H](C)CC2C3CC=C4CC(OP(=O)(O)O)CC[C@]4(C)C3CC[C@@]21C (some centres not stated)	0	-11	-6	4	-0.2	-1	0	-2
Cc1ccccc1OCC(=O)Nc1ccc(C)c(S(=O)(=O)N2CCCCCC2)c1	-3	.	-28	-3	.	3	-17	6
COc1ccc(-c2cnnn2-c2ccc(NC(=O)c3ccc(S(=O)(=O)N4CCCCC4)cc3)cc2)cc1OC	-2	1	0	-7	-2.5	-1	8	-3
CO[C@@H]1CN(C)C(=O)c2ccc(NC(=O)c3ccccc3F)cc2OC[C@@H](C)N(CC2CC2)C[C@@H]1C	1	7[16.7 µM]	8	-2	1.7	-8	-8	-11
CCc1ccc(NC(=O)CSc2nc3ccccc3nc2N2CCCCC2)cc1	-4	-4	-20	-11	0.5	0	3	-3
CCOc1ccc(N2C(=O)CC(N3CCC(O)(c4ccc(Br)cc4)CC3)C2=O)cc1 (configuration not stated)	-3	0	.	-9	.	.	-6	-3
O=C(C[C@H]1CC[C@@H]2[C@H](COC[C@@H](O)CN2Cc2cc(F)ccc2F)O1)NCc1ccccc1	-5	5[16.7 µM]	7	-4	0.0	2	1	3
Cc1cccc(NC(=O)c2cccc3c2C(=O)c2ccccc2-3)c1	-6	15	.	6	.	.	.	7
CC(C(=O)Nc1nnc(C2CC2)s1)N1C(=O)C2CC=CCC2C1=O (configuration not stated)	-2	-2	-4	2	-0.2	5	5	2
COc1ccc(C2c3c(ncn(CCCO)c3=N)Oc3ccc4ccccc4c32)cc1 (configuration not stated)	0	-4	11	-16	2.1	3	-30	1
COCC(=O)N(C)C[C@@H]1Oc2cc(-c3ccc(C#N)cc3)ccc2S(=O)(=O)N([C@H](C)CO)C[C@@H]1C	-4	-21[16.7 µM]	7	-5	0.0	2	4	-1
Cc1c(C(=O)O)sc2c1c(=O)n(Cc1ccccc1)c(=O)n2C	5	3	-13	2	-0.1	0	11	0
COc1ccc(CCN2C(=O)C3CC(C)=C(C)CC3C2=O)cc1OC (configuration not stated)	0	6	.	-3	.	.	-30	0
COc1ccc(S(=O)(=O)NCC(c2cccnc2)N2CCN(c3ccccc3)CC2)cc1C (configuration not stated)	1	.	-9	5	.	-1	.	2
COc1ccc(NC(=O)N(C)C[C@H]2Oc3ccc(NS(=O)(=O)c4ccc(Cl)cc4)cc3CC(=O)N([C@@H](C)CO)C[C@@H]2C)cc1	5	-3[16.7 µM]	0	2	0.4	0	-1	-3
O=C(CCc1c[nH]c2ccccc12)NCCc1ccccc1	1	-8	-2	5	1.8	-6	-11	2
C#CCn1c(=NC(=O)c2cccs2)sc2cccc(OCC)c21	-1	.	-15	4	.	7	.	7
O=C(NC1(C(F)(F)F)N=C2SCCN2C1=O)C1CCCCC1 (configuration not stated)	5	-4	.	6	.	.	6	1
CCOc1ccc(NC2c3ccccc3C(=O)N2c2ccc(Cl)cn2)cc1 (configuration not stated)	-5	-7	-9	-2	-1.7	3	-14	1
CC(C)NC(=O)N(C)C[C@H]1Oc2ncc(-c3cccc(C#N)c3)cc2C(=O)N([C@H](C)CO)C[C@@H]1C	1	-4[16.7 µM]	-2	0	?	0	6	0
CCC(=O)Nc1cnc(NC(=O)c2cccc(F)c2)cc1C	2	-4	.	1	.	.	-10	0
CCOC(=O)c1c[nH]n2c(=O)cc(C)nc12	6	5	8	-1	0.1	.	6	0
O=[N+]([O-])c1c(NCCO)cc(Sc2nc3ccccc3s2)c2nonc12	-2	-1	.	-5	.	.	45*	1
CNC(=O)Nc1cc(C)nn1C	.	13	-5	.	-8.4	1	10	.
Cc1ccc(/C(N)=N/OC(=O)/C=C/c2ccccc2)cc1	7	1	.	-7	.	.	2	-3
Cc1ccccc1CSCCC(=O)NCCc1ccccc1	0	-2	-13	-7	0.4	-3	.	1
CC1=C(C(=O)OCC2CCCO2)C(c2ccccc2)C2=C(CC(C)(C)CC2=O)N1 (configuration not stated)	2	-5	-9	0	.	17	.	2
CC1CCN(C(=O)c2ccc(NC(=O)CC3SC(N4CCCC4)=NC3=O)cc2)CC1 (configuration not stated)	-5	1	-8	-11	-0.6	-1	-1	.
O=C1CCCCCCCCCC/C(=N\O)CCCO1	9	2	-3	-5	0.0	-1	15	0
COc1ccc(CC(=O)Nc2cc(S(=O)(=O)N3CCOCC3)ccc2N2CCOCC2)cc1OC	0	10	-12	-3	1.2	1	6	-1
O=C(COc1ccc(-n2cnnn2)cc1)Nc1ccc(F)c(F)c1	-2	-7	-8	-10	0.0	6	6	0
CCn1c(=O)cc(OCC(=O)NCCCN2CCN(c3cccc(Cl)c3)CC2)c2ccccc21	-3	-4	.	5	.	.	-9	2
CCCCNC(=O)C1=C(N)C(C(=O)Nc2ccc(C)c(S(=O)(=O)N3CCCCC3)c2)SC1=Nc1ccc(C)cc1C (configuration not stated)	4	-17	.	13	.	.	-3	-1
Cn1c(=O)[nH]c(=O)c2c1nc(SCC(=O)O)n2CCOc1ccccc1	6	.	-10	1	-0.1	-1	.	-1
Cc1ccc(S(=O)(=O)Nc2ccc3c(c2)C(=O)N([C@@H](C)CO)C[C@@H](C)[C@@H](CN(C)CC2CCCCC2)OCCCC[C@H](C)O3)cc1	-2	-2[16.7 µM]	-26	2	-0.2	-1	-19	-3
CC1CCCC(C)N1C(=O)CSc1nc(N)c(-c2ccccc2)c(=O)[nH]1 (configuration not stated)	1	-1	-8	0	.	-6	4	1
CCNC(=O)C[C@H]1CC[C@H]2[C@H](COc3ccc(NC(=O)c4ccc5c(c4)OCO5)cc3C(=O)N2C)O1	0	7[16.7 µM]	-4	2	0.2	0	-3	2
CCNC(=O)C[C@@H]1CC[C@@H]2[C@H](COc3ccc(NC(=O)Nc4ccc(Cl)cc4)cc3C(=O)N2C)O1	-2	-2[16.7 µM]	-20	5	0.1	2	1	63
CO[C@H]1CN(C)C(=O)c2ccc(NC(C)=O)cc2OC[C@H](C)N(Cc2ccc(F)cc2)C[C@@H]1C	-2	3[16.7 µM]	-9	11	0.0	0	-2	44
Cc1cccc(-c2cc(N3CCCN(C)CC3)n3nccc3n2)c1	-1	-11	103*	?	69*	1	1	5
Cc1ccc(O)c(N=CC2=C(O)c3ccccc3C2=O)c1	-6	1	.	1	.	.	-16	-1
COCCN(C(=O)COC(=O)c1cc2c(s1)CCCC2)c1c(N)n(Cc2ccccc2)c(=O)[nH]c1=O	5	1	-31	4	-3.1	-4	-3	-1
O=C1c2ccccc2C(=O)N1CCC(c1ccccc1)c1ccco1 (configuration not stated)	4	-19	.	2	.	.	.	-1
FC(F)(F)c1ccccc1/C=N/N1CCN(Cc2ccccc2)CC1	0	-8	-15	-19	0.2	5	.	1

Screens deposited in PubChem BioAssay by Broad Institute.

Random draw from the library; overall some 1.4% were active at least once.
